AHR activator: human AHR activation. P35869. activation, % at 5 µM. AHR-responsive luciferase reporter cells, luminescence. actives 2.5% (n = 320,000); in the data active means activation above about 47%;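 further: 0% = vehicle wells and 100% = reference agonist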
Target sequence (P35869 whole entry, looked up): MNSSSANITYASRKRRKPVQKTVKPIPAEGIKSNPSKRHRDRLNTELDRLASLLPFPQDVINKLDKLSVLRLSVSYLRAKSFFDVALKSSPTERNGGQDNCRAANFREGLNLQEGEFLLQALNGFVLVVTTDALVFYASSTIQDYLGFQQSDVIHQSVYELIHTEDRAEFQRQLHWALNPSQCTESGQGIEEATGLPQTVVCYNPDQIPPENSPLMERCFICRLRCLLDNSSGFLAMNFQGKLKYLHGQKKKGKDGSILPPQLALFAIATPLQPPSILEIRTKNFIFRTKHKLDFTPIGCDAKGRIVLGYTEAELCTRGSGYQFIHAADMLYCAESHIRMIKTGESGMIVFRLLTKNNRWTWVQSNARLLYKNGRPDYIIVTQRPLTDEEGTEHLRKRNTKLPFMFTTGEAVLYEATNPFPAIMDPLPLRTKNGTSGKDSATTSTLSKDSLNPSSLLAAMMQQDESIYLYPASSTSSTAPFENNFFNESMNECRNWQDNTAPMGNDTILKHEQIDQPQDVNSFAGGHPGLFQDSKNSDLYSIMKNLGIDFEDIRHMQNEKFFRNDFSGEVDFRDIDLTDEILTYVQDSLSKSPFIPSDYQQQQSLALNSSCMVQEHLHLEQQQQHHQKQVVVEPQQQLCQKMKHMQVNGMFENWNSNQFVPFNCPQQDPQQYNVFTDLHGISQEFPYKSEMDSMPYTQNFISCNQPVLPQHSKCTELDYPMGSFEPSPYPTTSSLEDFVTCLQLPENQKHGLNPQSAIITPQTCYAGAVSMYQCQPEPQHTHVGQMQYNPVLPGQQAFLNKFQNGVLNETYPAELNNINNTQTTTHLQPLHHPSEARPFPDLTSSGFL
AGP1 TOR yeast: modulators of TOR pathway AGP1-GFP in S. cerevisiae. actives 0.02% (n = 320,000). GFP response vs DMSO, % at 10 µM. S. cerevisiae AGP1-GFP multiplex flow cytometry, 3 h; GFP as percent of DMSO wells;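 active means GFP response relative to DMSO above a set limit, near screen average plus 3 SD, cut at about 150% in these data; inconclusive means fewer than 70 cells counted for the yeast strain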;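 further: median GFP channel fluorescence of the gated AGP1 strain per well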
LAP4 TOR yeast: modulators of TOR pathway LAP4-GFP in S. cerevisiae; GFP response vs DMSO, % at 10 µM; actives 0.34% (n = 320,000); S. cerevisiae LAP4-GFP multiplex, flow cytometry GFP, 3 h; median GFP as percent of DMSO wells; AID 2023;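 active means GFP response vs DMSO above a set limit, about the screen mean plus 3 SD, cut at about 150% in these data; inconclusive means under 70 cell events counted for the yeast strain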
CR mimetic SO: yeast age-related superoxide inhibition as caloric restriction mimetic; S. cerevisiae aged cells, superoxide DHE fluorescence; hits give low values; superoxide response (% of plate mean), % at 10 µM; actives 0.18% (n = 330,000);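 active means superoxide response under a set limit, about three screen SD below normal, cut at about 65% in these data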;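 further: yeast aged for seven days with compound at 30 °C before DHE staining; 100% = average MFI of all compound-treated wells on the plate with controls excluded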
Efflux pump mplx: blocks antifungal efflux pumps in multiplex yeast assay. S. cerevisiae Candida pump triplex, Nile Red efflux. inhibition, % at 10 µM. actives 0.44% (n = 330,000). AID 485275;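 active means plate passing quality check with inhibition over a set limit, or well fluorescence over plate mean plus 4 SD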;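 further: Nile Red retained in pooled yeast measured as flow cytometry median fluorescence; 0% = buffer negative control and 100% = Enniatin B positive control; higher means more Nile Red kept so more efflux inhibition; some compounds called inactive have numbers as strong as hits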
MEP2-GFP yeast: yeast TOR pathway MEP2-GFP modulation | S. cerevisiae MEP2-GFP strain, flow cytometry GFP, 3 h; 100% = DMSO control level | GFP response vs DMSO, % at 10 µM | actives 0.51% (n = 330,000) | AID 2016;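 active means GFP response versus DMSO above a set limit, roughly screen mean plus 3 SD, cut at about 180% in these data; inconclusive means fewer than 70 cells counted for a yeast strain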;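 further: median GFP fluorescence of the barcode-gated MEP2-GFP cells per well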
CIT2-GFP yeast: alters CIT2-GFP fluorescence in TOR pathway yeast screen. S. cerevisiae CIT2-GFP strain, flow cytometry, 3 h; 100 means same as DMSO wells. GFP response vs DMSO, % at 10 µM. actives 0.065% (n = 320,000);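 active means GFP response relative to DMSO above a set limit, near the screen mean plus 3 SD, cut at about 150% in these data; inconclusive means Fewer than 70 cells measured for a yeast strain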;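 further: ratio of well median GFP fluorescence to mean of DMSO wells on the plate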
RPL19A TOR yeast: yeast TOR pathway RPL19A-GFP modulation. percent response vs DMSO, % at 10 µM. AID 2025. S. cerevisiae RPL19A-GFP strain, flow cytometry, 3 h; hits give low values. actives 0.3% (n = 330,000);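 active means percent response vs DMSO below 50%; inconclusive means fewer than 70 events counted for the yeast strain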;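 further: median channel GFP fluorescence of the barcoded RPL19A-GFP strain; ratio of sample median GFP to plate DMSO average so 100% = DMSO; lower means less RPL19A-GFP as with rapamycin TOR inhibition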
The depositor's hits bear a star; ? = inconclusive; nt = no result given; [ ] = another dose, or the depositor's remark.

(1) Cc1cnc(CNC(=O)c2ccc3oc(C(C)C)nc3c2)[nH]1
(2) CCOc1ccc(NS(=O)(=O)c2ccc(OCC(=O)NCCCOC)cc2)cc1
(3) COc1cc(/C=C\C(=O)Nc2cc(=O)n(C)c(=O)n2C)cc(OC)c1OC
(4) O=C(/C=C/c1ccco1)Nc1cccc(-c2nc3ccccc3[nH]2)c1
(5) CCCCNC(=O)c1cc(C)no1
(6) Cn1c(CSCCOc2ccccc2)n[nH]c1=S
(7) CSCCC(NC(=O)CCC(=O)OCC(=O)[C@@]1(O)CCC2[C@@H]3CCC4=CC(=O)C=C[C@]4(C)C3[C@@H](O)C[C@@]21C)C(=O)O (stereo partly drawn)
(8) CCOC(=O)[C@@H]1[C@H]2COc3ccccc3[C@@H]2N2C(=O)N(c3ccc(OC)cc3)C(=O)[C@@]12C
Assay by compound,1,2,3,4,5,6,7,8
AHR activator,4,-1,9,42,4,0,8,-1
AGP1 TOR yeast,89,95,94,104,102,107,92,88
LAP4 TOR yeast,82,90,95,107,96,117,96,100
CR mimetic SO,94,90,121,124,90,96,110,102
Efflux pump mplx,0.1,-0.2,-0.2,0.5,0.0,-0.2,-0.2,0.2
MEP2-GFP yeast,91,88,94,108,103,118,104,91
CIT2-GFP yeast,87,97,91,97,104,106,95,96
RPL19A TOR yeast,105,101,89,105,103,103,103,94

(9) O=C(CCN1C(=O)c2ccccc2C1=O)Nc1ccccc1C(F)(F)F
(10) CCOC(=O)c1nnn2c1nc(N1CCN(c3ccccc3)CC1)c1ccccc12
(11) COc1ccccc1N1CCN(C(=O)c2cc(-c3ccccc3)on2)CC1
(12) O=C(OCC(=O)N1CCC(Cc2ccccc2)CC1)c1cc(Br)ccc1O
(13) CCOc1ccccc1N(C(=O)Cn1nnnc1-c1ccc(C)o1)C(CC)C(=O)NC(C)(C)C (stereo not drawn)
(14) CCn1c(=O)c2c3c(sc2n2c(=S)[nH]nc12)CCC3
(15) Cn1ncc2c(Nc3cccc([N+](=O)[O-])c3)ncnc21
(16) C=CCn1c(SCC(=O)Nc2ccc(C(=O)O)cc2)nc2scc(-c3ccccc3)c2c1=O
Assay by compound,9,10,11,12,13,14,15,16
AHR activator,-4,-3,1,-1,0,1,-2,1
AGP1 TOR yeast,101,94,95,102,99,97,101,100
LAP4 TOR yeast,101,104,100,105,101,110,99,101
CR mimetic SO,131,101,116,109,109,97,125,114
Efflux pump mplx,0.0,0.0,0.0,0.0,0.3,0.0,0.4,-0.4
MEP2-GFP yeast,103,104,110,97,99,106,104,105
CIT2-GFP yeast,103,97,96,96,100,104,92,110
RPL19A TOR yeast,101,97,107,102,99,99,104,100

Copied from above, nos. 9–11
(9) O=C(CCN1C(=O)c2ccccc2C1=O)Nc1ccccc1C(F)(F)F
(10) CCOC(=O)c1nnn2c1nc(N1CCN(c3ccccc3)CC1)c1ccccc12
(11) COc1ccccc1N1CCN(C(=O)c2cc(-c3ccccc3)on2)CC1
Assay by compound,9,10,11
AHR activator,-4,-3,1
AGP1 TOR yeast,101,94,95
LAP4 TOR yeast,101,104,100
CR mimetic SO,131,101,116
Efflux pump mplx,0.0,0.0,0.0
MEP2-GFP yeast,103,104,110
CIT2-GFP yeast,103,97,96
RPL19A TOR yeast,101,97,107

Going on with the list.
(17) Cc1ccc(C(=O)C2CCN(CC(=O)NCc3ccc(F)cc3)CC2)cc1
(18) COc1ccc(CCNCC(=O)Nc2ccc(C)c(Br)c2)cc1OC
(19) O=C1C2CC=CCC2C(=O)N1c1nc2n(n1)C(c1ccccc1)CC(c1ccccc1)N2 (stereo not drawn)
(20) CCOc1ccccc1N(CC)C(=O)c1ccc2c(=O)n3c(nc2c1)CCCCC3
(21) Cc1ccc2cc(CN(CCO)Cc3nnnn3Cc3ccc(F)cc3)c(=O)[nH]c2c1
(22) COc1ccc(CN(CC(=O)NC2CCCC2)C(=O)c2csnn2)cc1
(23) Cc1cc2c(cc1C)NC(c1ccccn1)C1=C(CC(C)(C)CC1=O)N2 (stereo not drawn)
(24) O=C(CN1C(=O)NC2(CCCCCCC2)C1=O)Nc1ccc(OC(F)F)cc1
Assay by compound,17,18,19,20,21,22,23,24
AHR activator,4,-1,2,3,2,-5,26,1
AGP1 TOR yeast,103,99,99,109,106,70,nt,93
LAP4 TOR yeast,93,100,95,102,95,92,91,88
CR mimetic SO,99,100,94,102,100,78,85,105
Efflux pump mplx,-0.1,-0.1,0.1,-0.1,0.0,-0.2,0.1,0.0
MEP2-GFP yeast,104,106,101,98,101,107,97,94
CIT2-GFP yeast,112,108,97,100,98,128,100,89
RPL19A TOR yeast,102,103,97,96,95,93,96,94

(25) C[C@@]12C(=O)Nc3ccccc3C(=O)N1[C@H]1c3cc(Cl)ccc3OC[C@@H]1[C@@H]2c1ccccc1
(26) CCN1CCN(S(=O)(=O)c2cccc3nsnc23)CC1
(27) COc1ccc(S(=O)(=O)N2CCN(Cc3ccccc3)CC2)cc1OC
(28) Cc1ccc(OCCCC(=O)Nc2ccc(N3CCOCC3)cc2)c(C)c1
(29) O=C(O)CCn1cc(-c2ccc(F)cc2)nc1-c1ccncc1
(30) CCOC(=O)C1=C(C)NC(=S)NC1c1ccc(OCC(=O)N2CCCCC2)cc1 (stereo not drawn)
(31) CCOC(=O)CSc1nnc(-c2cc(OC)c(OC)c(OC)c2)o1
(32) COc1ccccc1NC(=O)C1C2CCCCC21 (stereo not drawn)
Assay by compound,25,26,27,28,29,30,31,32
AHR activator,2,-1,nt,4,6,0,-3,1
AGP1 TOR yeast,85,99,103,112,102,101,103,?
LAP4 TOR yeast,91,93,96,108,97,85,105,96[may fluoresce violet]
CR mimetic SO,95,80,100,94,93,99,100,94
Efflux pump mplx,-0.2,0.6,0.1,-0.1,-0.1,0.1,0.1,0.0
MEP2-GFP yeast,85,93,107,112,106,94,96,293*[may fluoresce violet]
CIT2-GFP yeast,84,96,103,113,100,102,100,?
RPL19A TOR yeast,92,94,108,105,98,96,96,13*[may fluoresce violet]

(33) CC(=O)NC(CSC(CC(=O)c1ccco1)c1ccc(C)cc1)C(=O)O (stereo not drawn)
(34) COC(=O)CSc1nc2c(c(-c3ccc(O)cc3)c1C#N)CCCC2
(35) Cc1ccc(C(=O)Nc2cccc(C(F)(F)F)c2)cc1NC(=O)c1c[nH]c2cc(C(F)(F)F)ccc2c1=O
(36) O=C(O)CCc1n[nH]c(=S)[nH]c1=O
(37) CN(C)CCN1C(=O)C(=O)/C(=C(/O)c2ccc(F)cc2)C1c1ccccc1F (stereo not drawn)
(38) CCN1CCN(c2ccc(S(=O)(=O)N3CCCCC3)cc2NC(=O)c2sccc2C)CC1
(39) CCc1noc(C)c1C(=O)N1CCCSC1=Nc1ccccc1Cl
(40) COc1ccc(NC(=O)CSc2nnc(C3CC3)n2-c2ccccc2)cc1
Assay by compound,33,34,35,36,37,38,39,40
AHR activator,-5,-2,58*,-1,2,4,3,-2
AGP1 TOR yeast,100,99,97,102,98,98,98,98
LAP4 TOR yeast,123,94,96,99,88,97,103,99
CR mimetic SO,109,96,92,94,101,100,110,74
Efflux pump mplx,0.4,-0.1,-0.2,0.1,-0.1,-0.2,0.1,0.0
MEP2-GFP yeast,99,98,97,99,106,88,104,95
CIT2-GFP yeast,94,98,96,94,103,100,98,105
RPL19A TOR yeast,94,93,94,102,101,90,100,102

(41) CCOC(=O)C1CCN(CCC(=O)Nc2ccccc2)CC1
(42) COc1ccc(OCC(=O)Nc2ccccc2OC(F)F)cc1
(43) N#CNC(=Nc1ccccc1F)SCc1ccc(C(=O)O)cc1
(44) O=C(Nc1ccc2c(c1)OCO2)N1CCN(c2ncccn2)CC1
(45) CC(c1ccccc1)n1c(-c2ccncc2)n[nH]c1=S (stereo not drawn)
(46) CN(C)CCN(C(=O)c1ccccc1Cl)c1nc2c(Cl)cccc2s1
(47) Cc1ccc(NC(=O)CCNC(=O)c2ccc([N+](=O)[O-])cc2)cc1S(=O)(=O)N1CCOCC1
(48) CCS(=O)(=O)Nc1ccc(-c2nnc(SCC(=O)OC)o2)cc1
Assay by compound,41,42,43,44,45,46,47,48
AHR activator,0,-2,1,26,-1,5,0,0
AGP1 TOR yeast,112,90,nt,96,102,102,96,98
LAP4 TOR yeast,109,99,98,90,98,97,98,92
CR mimetic SO,114,107,85,96,108,108,107,90
Efflux pump mplx,0.0,-0.2,-0.1,-0.1,0.0,-0.2,-0.3,-0.1
MEP2-GFP yeast,117,97,94,88,109,109,93,94
CIT2-GFP yeast,119,86,99,96,104,104,94,105
RPL19A TOR yeast,107,94,88,93,98,105,94,98

(49) CNC(=S)NNC(=O)Cn1ccc(C)n1
(50) O=C(C(=O)c1cccnc1)c1cccnc1
(51) O=C(COC(=O)c1ccncc1)c1ccccc1
(52) O=C(NCCCN1CCCCC1)c1ccc(CS(=O)c2ccc(F)cc2)o1 (stereo not drawn)
(53) Cn1cc(C(=O)N2CCN(c3ccccc3)CC2)c(=O)c2cc(S(=O)(=O)N3CCCC3)ccc21
(54) COc1ccc(N2CC(C(=O)N3CCN(c4ccccc4F)CC3)CC2=O)cc1 (stereo not drawn)
(55) CCOc1ccc(S(=O)(=O)NCc2ccc3c(c2)OCO3)cc1
(56) COc1ccc(OCCCC(=O)N2CCN(S(=O)(=O)c3cccc(F)c3)CC2)cc1
Assay by compound,49,50,51,52,53,54,55,56
AHR activator,5,0,2,2,-1,2,0,0
AGP1 TOR yeast,103,107,80,107,107,100,100,91
LAP4 TOR yeast,103,105,93,103,100,94,93,99
CR mimetic SO,95,103,110,76,88,93,95,97
Efflux pump mplx,-0.2,0.0,0.5,-0.1,-0.3,0.2,-0.1,0.1
MEP2-GFP yeast,105,100,92,105,110,96,104,92
CIT2-GFP yeast,108,95,87,118,110,101,96,77
RPL19A TOR yeast,103,99,97,106,103,100,99,83

(57) COc1ccc(/C=C(\NC(=O)c2ccc(C)cc2)C(=O)NCC2CCCO2)cc1 (stereo not drawn)
(58) Cc1cc(OC(=O)c2ccc(S(=O)(=O)N(C)C)cc2)c([N+](=O)[O-])c(=O)[nH]1
(59) Cc1ccc(C)c(S(=O)(=O)N2CCN(C(=O)c3ccc(-n4cncn4)c([N+](=O)[O-])c3)CC2)c1
(60) Cc1ccc2c(c1)C(=O)C(=O)N2CC(=O)Nc1ccc(N2CCOCC2)cc1
(61) CCOC(=O)N1CCN(C(=O)Cn2cnc3ccccc3c2=O)CC1
(62) N#CC1(NC(=O)COC(=O)c2ccc(Cl)nc2)CCCCC1
(63) CS(=O)(=O)N(CCc1ccccc1)CC(=O)N1CCc2ccccc2C1
(64) O=S(NC1CCCCC1)C12CC3CC(CC(C3)C1)C2 (stereo not drawn)
Assay by compound,57,58,59,60,61,62,63,64
AHR activator,-3,-4,-1,-2,0,-1,1,-1
AGP1 TOR yeast,93,100,103,99,103,95,107,109
LAP4 TOR yeast,74,89,103,97,98,103,102,113
CR mimetic SO,93,94,101,118,94,92,102,84
Efflux pump mplx,0.2,0.0,0.0,0.1,-0.1,0.1,0.0,0.2
MEP2-GFP yeast,89,98,99,100,96,91,93,111
CIT2-GFP yeast,91,102,95,95,95,92,101,106
RPL19A TOR yeast,99,106,95,102,99,94,98,106

(65) CSC(SC)=C(C#N)C(=O)c1ccccc1
(66) O=C(OCC(=O)N1CCN(c2ccccc2)CC1)c1cccs1
(67) O=S(=O)(Cc1cc(Oc2ccccc2)nc(-c2ccccc2)n1)c1ccccc1
(68) Cc1cc(=O)[nH]c(SCc2nc3ccccc3s2)n1
Assay by compound,65,66,67,68
AHR activator,-1,-1,3,7
AGP1 TOR yeast,95,101,103,100
LAP4 TOR yeast,152*,106,102,97
CR mimetic SO,79,100,101,92
Efflux pump mplx,-0.2,0.1,0.1,-0.1
MEP2-GFP yeast,86,97,103,92
CIT2-GFP yeast,70,98,101,101
RPL19A TOR yeast,93,96,105,103
